# BAZ2B block – inhibitors of human BAZ2B bromodomain. Q9UIF8. AlphaScreen BAZ2B-H3K14Ac peptide displacement. Potency, µM (doses to about 114 µM), for the others: at the highest dose activity change, negative = inhibition, actives largely listed as inhibitors. 360,000 tested, 4.4% active; also: % is scaled to controls: 0 for no effect and ±100 for the full control effect; nearly all actives have a fitted effect of over 60% in size
# Target sequence (Q9UIF8 whole entry, looked up): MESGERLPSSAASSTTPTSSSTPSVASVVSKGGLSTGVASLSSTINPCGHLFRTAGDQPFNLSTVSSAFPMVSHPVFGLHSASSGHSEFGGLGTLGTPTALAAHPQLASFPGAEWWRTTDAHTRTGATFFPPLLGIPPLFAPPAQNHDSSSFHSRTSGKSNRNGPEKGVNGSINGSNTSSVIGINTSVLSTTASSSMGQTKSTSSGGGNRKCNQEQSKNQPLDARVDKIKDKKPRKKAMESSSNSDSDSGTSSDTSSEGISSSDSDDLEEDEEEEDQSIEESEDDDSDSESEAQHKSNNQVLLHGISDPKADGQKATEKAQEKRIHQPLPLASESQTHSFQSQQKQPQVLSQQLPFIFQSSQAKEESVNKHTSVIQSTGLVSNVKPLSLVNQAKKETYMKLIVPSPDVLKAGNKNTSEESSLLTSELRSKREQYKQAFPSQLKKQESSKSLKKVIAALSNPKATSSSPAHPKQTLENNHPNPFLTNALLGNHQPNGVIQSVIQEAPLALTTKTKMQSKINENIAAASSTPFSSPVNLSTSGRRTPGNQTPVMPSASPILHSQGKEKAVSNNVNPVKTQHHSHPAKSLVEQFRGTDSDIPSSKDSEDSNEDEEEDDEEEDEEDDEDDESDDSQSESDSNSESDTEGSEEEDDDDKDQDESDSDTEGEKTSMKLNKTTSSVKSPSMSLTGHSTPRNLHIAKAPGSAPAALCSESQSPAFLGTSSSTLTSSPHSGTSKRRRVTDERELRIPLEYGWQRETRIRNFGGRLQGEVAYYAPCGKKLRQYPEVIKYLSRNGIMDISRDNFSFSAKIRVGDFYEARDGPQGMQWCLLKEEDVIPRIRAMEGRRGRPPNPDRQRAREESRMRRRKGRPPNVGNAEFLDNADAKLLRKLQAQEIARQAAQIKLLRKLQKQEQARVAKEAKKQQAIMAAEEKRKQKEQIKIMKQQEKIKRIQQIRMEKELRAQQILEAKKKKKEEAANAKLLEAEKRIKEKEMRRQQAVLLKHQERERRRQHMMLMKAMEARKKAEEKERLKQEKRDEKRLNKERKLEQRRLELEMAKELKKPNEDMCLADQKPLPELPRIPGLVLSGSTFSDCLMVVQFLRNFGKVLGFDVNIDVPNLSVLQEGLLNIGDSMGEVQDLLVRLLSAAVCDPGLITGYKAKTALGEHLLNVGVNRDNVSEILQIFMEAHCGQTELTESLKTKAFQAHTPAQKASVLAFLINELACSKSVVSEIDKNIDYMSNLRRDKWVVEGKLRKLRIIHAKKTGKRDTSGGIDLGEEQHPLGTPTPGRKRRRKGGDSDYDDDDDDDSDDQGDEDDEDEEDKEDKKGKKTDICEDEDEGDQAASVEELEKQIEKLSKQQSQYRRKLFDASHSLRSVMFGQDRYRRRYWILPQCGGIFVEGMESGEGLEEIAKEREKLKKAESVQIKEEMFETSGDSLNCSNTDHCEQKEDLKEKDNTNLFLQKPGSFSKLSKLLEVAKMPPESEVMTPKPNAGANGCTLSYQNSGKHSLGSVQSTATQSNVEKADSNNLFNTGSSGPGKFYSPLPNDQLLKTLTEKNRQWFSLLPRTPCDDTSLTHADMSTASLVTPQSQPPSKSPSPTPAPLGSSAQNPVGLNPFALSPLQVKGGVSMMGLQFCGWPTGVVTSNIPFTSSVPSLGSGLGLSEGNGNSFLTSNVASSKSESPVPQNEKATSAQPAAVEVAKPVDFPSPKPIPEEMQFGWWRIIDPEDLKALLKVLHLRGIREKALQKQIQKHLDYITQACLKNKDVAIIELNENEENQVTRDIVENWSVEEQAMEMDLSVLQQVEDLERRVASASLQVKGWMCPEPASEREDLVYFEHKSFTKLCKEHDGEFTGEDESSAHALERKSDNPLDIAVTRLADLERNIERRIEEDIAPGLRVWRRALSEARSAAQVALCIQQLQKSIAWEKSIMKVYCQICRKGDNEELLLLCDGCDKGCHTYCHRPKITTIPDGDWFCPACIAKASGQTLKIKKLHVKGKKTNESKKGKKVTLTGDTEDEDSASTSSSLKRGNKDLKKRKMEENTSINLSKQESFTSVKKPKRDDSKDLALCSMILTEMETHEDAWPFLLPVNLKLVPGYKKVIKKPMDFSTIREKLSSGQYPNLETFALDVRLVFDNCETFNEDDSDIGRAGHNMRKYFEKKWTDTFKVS
#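 In this displacement format the biotinylated H3(5-23) peptide acetylated at Lys14 serves as ligand at 50 nM, with BAZ2B at 50 nM in PBS pH 7.4 containing 0.01% Tween-20. Donor and acceptor beads are 10 ug/mL final.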
# G9a block – G9a (human) methyltransferase inhibition; AID 504332; Potency, µM (doses to about 102 µM), for inactives: top-dose activity, negative = inhibition, most hits filed as inhibitors; 350,000 tested, 8.8% active; G9a H3K9 monomethylation, AlphaScreen, 2 h; also: % is scaled to controls: 0 for no effect and ±100 for the full control effect; nearly all actives have a fitted effect of over 75% in size
#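 G9a (20 nM) preincubated 15 min RT with compounds, then 500 nM biotinylated H3K9 peptide and 20 uM SAM added; 2 h RT reaction. Monomethyl-H3K9 product detected by AlphaScreen with anti-H3K9me1 antibody, streptavidin donor and anti-rabbit IgG acceptor beads.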
# POLB inh – DNA polymerase beta (human) inhibition. Pol beta primer extension/strand displacement, fluorescence kinetic. Potency, µM (doses to about 114 µM), for inactives: at the highest dose activity change, negative = inhibition, hits mostly inhibitors. 340,000 tested, 1.3% active; also: % is scaled to controls: 0 for no effect and ±100 for the full control effect
#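 Enzyme-only controls used 10 nM Pol beta; buffer lacking enzyme served as negative control. Compound preincubated 15 min, then 50 nM substrate added; 0 and 10 min reads at room temperature.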
# APE1 inh – inhibitors of human APE1 endonuclease; P27695; recombinant APE1, TAMRA/BHQ-2 abasic DNA cleavage fluorescence; Potency, µM (series often up to 65.8 µM), for the others: at the top dose activity change, negative = inhibition, actives largely listed as inhibitors; 350,000 tested, 0.35% active; AID 2517;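 also: plate controls were vehicle for no effect and reference inhibitor for full effect; nearly all actives have a fitted effect of over 55% in size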
#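 Compound pre-exposure to 0.75 nM APE1, 15 min at ambient temperature. Reaction initiated with 50 nM TAMRA/BHQ-2 THF substrate, read immediately in kinetic mode, 525 nm excitation, 598 nm emission.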
# Apoferritin bind – candidate novel general anesthetic via apoferritin binding; apoferritin/1-aminoanthracene competitive binding, fluorescence; Potency, µM (titrated, usually from 77.5 µM), for inactives: at the top dose activity change, negative = displacement, most hits filed as inhibitors; 350,000 tested, 0.074% active; also: % is scaled to controls: 0 for no effect and ±100 for the full control effect; nearly all actives have a fitted effect of over 20% in size
#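 Probe: 1-aminoanthracene (50% saturated, PBS). Protein: horse-spleen apoferritin, 10 uM. Incubation: 10 min, room temperature. Detection: 380 nm excitation, 535 nm emission. Analysis: normalized response, four-parameter Hill.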
# BLM inh – Bloom syndrome helicase (human) inhibition | P54132 | recombinant BLM DNA unwinding, fluorescence dequenching | Potency, µM (titrated, usually from 56.1 µM), without a hit: top-dose activity change, negative = inhibition, most hits filed as inhibitors | 350,000 tested, 0.2% active;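 also: plate controls were vehicle for no effect and no enzyme for full effect; nearly all actives have a fitted effect of over 35% in size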
# POLK inh – blocks human DNA polymerase kappa activity. 400,000 tested, 0.53% active. Potency, µM (titrated, usually from 107 µM), without a hit: at the highest dose activity, negative = inhibition, actives largely listed as inhibitors. AID 588579. Q9UBT6. purified Pol kappa, fluorescent DNA synthesis assay, 10 min; also: % is scaled to controls: 0 for no effect and ±100 for the full control effect
#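 First, compounds were pin-transferred onto 10 nM Pol kappa. After 15 min at room temperature, substrate was added to 50 nM final. Fluorescence was then measured kinetically at 0 and 10 min.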
# POLH inh – inhibitors of human DNA polymerase eta. recombinant Pol eta, fluorescent DNA replication assay. Potency, µM (top dose mostly 114 µM), for inactives: at the highest dose activity change, negative = inhibition, usual class: inhibitors. 390,000 tested, 1.2% active. AID 588591; also: % is scaled to controls: 0 for no effect and ±100 for the full control effect
#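 Pol eta at 10 nM preincubated with compounds 15 min at room temperature; reaction started with fluorescent substrate (50 nM final) and read kinetically at 0 and 10 min.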
# POLI inh – inhibitors of human DNA polymerase iota | Q9UNA4 | Pol iota fluorescent replication assay, 10 min | Potency, µM (titrated, usually from 115 µM), for inactives: top-dose activity, negative = inhibition, actives largely listed as inhibitors | 390,000 tested, 1% active
#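 Pol iota at 10 nM preincubated 15 min with compounds at room temperature; reaction started with fluorescent substrate, 50 nM final. Fluorescence read kinetically at 0 and 10 min; buffer-only wells as negative control.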
# An asterisk follows results filed as active; u = inconclusive; x = no result given; [ ] = dose if it differs, or a comment. Calls follow the shape of the dose curve; as a rule, active = well fitted curve in the direction sought with a large enough effect; inconclusive = small, poorly fitted or top-dose-only effect, or another doubt; inactive = no such curve, though single readings can be large; an effect the other way counts as inactive or inconclusive. Potency is read from the fitted curve at half-maximal effect. This is a subset, so the mix of outcomes need not match the whole.
# Short keys – A = BAZ2B block; B = G9a block; C = POLB inh; D = APE1 inh; E = Apoferritin bind; F = BLM inh; G = POLK inh; H = POLH inh; I = POLI inh
(1) Cc1nnc2ccc(-c3ccc(NS(=O)(=O)c4ccccc4F)cc3)nn12
  A: -7%; B: -29%; C: x; D: -21%; E: x; F: x; G: -23%; H: -4%; I: u
(2) O=C(COC(=O)Cn1[nH]c(=O)c2ccccc2c1=O)Nc1ccc2c(c1)OCO2
  A: 5%; B: 2%; C: 20%; D: 3%; E: -20%; F: -5%; G: -12%; H: -6%; I: 14%
(3) COCCNCCOc1ccc(C)cc1[N+](=O)[O-]
  A: u; B: -41%; C: 17%; D: 33%; E: -3%; F: 6%; G: -6%; H: -20%; I: 59%[activator]
(4) Cc1cccc(NC(=O)CSc2nc(=O)n(Cc3ccccn3)c3c2CCC3)c1C
  A: -4%; B: 9%[59 µM]; C: 38%[activator]; D: x; E: -9%; F: 2%; G: -7%[60.1 µM]; H: -12%; I: -3%
(5) COc1nnnc2c1sc1nc(N3CCOCC3)c3c(c12)CC(C)(C)OC3
  A: -2%; B: 2%; C: -1%; D: 2%; E: -5%; F: 0%; G: x; H: x; I: x
(6) COc1cc(NC(=S)Nc2ccc3c(c2)OCCO3)cc(OC)c1OC
  A: -19%; B: u; C: 14%; D: 1%; E: -8%; F: -2%; G: -7%; H: -16%; I: -11%[58.9 µM]
(7) CC(C)CN1CCN(Cc2cnc(N3CCOCC3)s2)CC1CCO (configuration not stated)
  A: -16%; B: -42%; C: 0%; D: 2%; E: -6%; F: -4%; G: -6%; H: -7%; I: 129%[activator]
(8) CCOC(=O)c1cnn(-c2ccccc2)c1-n1cccc1C(=O)C(=O)N(CC)CC
  A: 18%; B: 0%; C: 14%; D: 0%; E: -4%; F: -4%; G: -16%; H: u; I: 15%
(9) CCOC(=O)C1C(=O)Nc2nc3ccccc3n2C1C(C)C (configuration not stated)
  A: 0%; B: 6%[2.33 µM]; C: 21%; D: 0%; E: -6%; F: 1%; G: 0%; H: -11%; I: 16%
(10) CC(=O)OC(C(=O)NC1CCCCC1)c1ccccc1F (configuration not stated)
  A: -3%; B: x; C: 14%; D: 19%; E: -4%; F: -2%; G: -1%; H: -12%; I: -28%
(11) O=C(CCc1nnc2n(Cc3ccc(Cl)cc3)c(=O)c3ccccc3n12)N1CCN(c2ccccn2)CC1
  A: -4%; B: 61%[activator][59 µM]; C: 12%; D: -5%; E: -4%; F: -2%; G: -3%; H: 2%; I: 8%
(12) COC(=O)c1ccccc1S(=O)(=O)N1CCC(C(=O)N(C)CCOc2ccccc2)CC1
  A: -20%; B: u; C: x; D: 58%; E: x; F: x; G: -1%; H: -15%; I: 13%
(13) COc1ccc(/C=N/N2CCN(Cc3ccccc3)CC2)cc1
  A: u; B: -10%[59 µM]; C: 9%; D: 2%; E: -18%; F: 1%; G: -4%; H: -4%; I: -7%
(14) Oc1c(C(c2ccc(Cl)cc2)N2CCCC2)cc(Cl)c2cccnc12 (configuration not stated)
  A: 32µM*; B: 25µM*; C: 18%; D: 8%; E: u; F: -21%; G: -3%; H: -6%; I: 32%[activator]
(15) COc1ccc(/C=C2\Oc3cc(OCC(=O)N4CCC[C@H]4C(=O)O)ccc3C2=O)c(OC)c1OC
  A: -32%; B: u; C: 20%; D: -8%; E: -17%; F: 0%; G: 4%; H: -3%; I: -3%
(16) Cc1cc(C(=O)CS(=O)(=O)c2ccc(F)cc2)cc(C)c1O
  A: -1%; B: 19%[2.33 µM]; C: 26%; D: 20%; E: -2%; F: -5%; G: -9%; H: -2%; I: 45%[activator]
(17) CC(C)c1ccccc1NC(=O)Cn1c(/C=C/c2ccccc2)nc2ccccc21
  A: 3%; B: -10%[59 µM]; C: 3%; D: 5%; E: -11%; F: -10%; G: 2%; H: -3%; I: 65%[activator]
(18) Cc1ccc(CNC(=O)C2CCC(=O)N2Cc2ccccc2Cl)cc1 (configuration not stated)
  A: -15%; B: -5%; C: -4%; D: 54%[activator]; E: 1%; F: -4%; G: 8%[60.1 µM]; H: -16%; I: -1%
(19) CCC(=O)N1c2ccccc2CC1C(=O)NCCN1CCN(c2cc(Cl)ccc2C)CC1 (configuration not stated)
  A: u; B: -28%[59 µM]; C: -20%; D: x; E: -10%; F: -1%; G: -8%[60.1 µM]; H: -7%; I: -3%
(20) NC(=O)C1CCN(C(=O)c2cc3c(s2)CCCCC3)CC1
  A: 3%; B: 39%[activator][12.7 µM]; C: x; D: 18%; E: x; F: x; G: 4%; H: -29%; I: 24%
(21) O=C1CN(C(=O)c2cc3ccccc3oc2=O)C(c2ccc(F)cc2)c2cc(Br)ccc2N1 (configuration not stated)
  A: -34%; B: u; C: -1%; D: 4%; E: 4%; F: -2%; G: -1%; H: -15%; I: -7%
(22) O=[N+]([O-])c1ccc(Oc2ccc(-c3nnco3)cc2)c(Cl)c1
  A: -15%; B: 8%; C: 2%; D: 41%[activator]; E: -9%; F: -5%; G: -7%; H: 0%; I: -16%
(23) O=C(NCCS(=O)(=O)NCC1CCCO1)c1ccccc1 (configuration not stated)
  A: 13%; B: -4%; C: x; D: -2%; E: x; F: x; G: 1%; H: 10%; I: 23%
(24) Cc1csc(NC(=O)C2CC(=O)N(Cc3ccco3)C2)n1 (configuration not stated)
  A: -2%; B: -24%; C: -19%; D: 0%; E: -11%; F: -6%; G: -3%; H: -23%; I: 125%[activator]

# Limited to APE1 inh and BAZ2B block, for 3 of the compounds above:
nr	SMILES	APE1 inh	BAZ2B block
9	CCOC(=O)C1C(=O)Nc2nc3ccccc3n2C1C(C)C (configuration not stated)	0%	0%
7	CC(C)CN1CCN(Cc2cnc(N3CCOCC3)s2)CC1CCO (configuration not stated)	2%	-16%
17	CC(C)c1ccccc1NC(=O)Cn1c(/C=C/c2ccccc2)nc2ccccc21	5%	3%

# Fetched by compound from above:
# Short keys – A = BAZ2B block; B = G9a block; C = POLB inh; D = APE1 inh; E = Apoferritin bind; F = BLM inh; G = POLK inh; H = POLH inh; I = POLI inh
(8) CCOC(=O)c1cnn(-c2ccccc2)c1-n1cccc1C(=O)C(=O)N(CC)CC
  A: 18%; B: 0%; C: 14%; D: 0%; E: -4%; F: -4%; G: -16%; H: u; I: 15%
(11) O=C(CCc1nnc2n(Cc3ccc(Cl)cc3)c(=O)c3ccccc3n12)N1CCN(c2ccccn2)CC1
  A: -4%; B: 61%[activator][59 µM]; C: 12%; D: -5%; E: -4%; F: -2%; G: -3%; H: 2%; I: 8%

# Three entries from above, arranged by the number in POLB inh, high to low:
nr	molecule	POLB inh
2	O=C(COC(=O)Cn1[nH]c(=O)c2ccccc2c1=O)Nc1ccc2c(c1)OCO2	20%
14	Oc1c(C(c2ccc(Cl)cc2)N2CCCC2)cc(Cl)c2cccnc12 (configuration not stated)	18%
8	CCOC(=O)c1cnn(-c2ccccc2)c1-n1cccc1C(=O)C(=O)N(CC)CC	14%
